# JMJD2A Tudor: JMJD2A Tudor domain (human) inhibition; O75164; AlphaScreen JMJD2A-Tudor / H3K4me3 peptide binding; Potency, µM (top dose mostly 114 µM), for inactives: at the top dose activity change, negative = inhibition, most hits filed as inhibitors; 390,000 tested, 4.4% active; further: on the % scale 0 is the no-effect control and ±100 the full control effect; nearly all actives have a fitted effect of over 50% in size
# HP1b binding inh: blocks HP1-beta chromodomain binding to methylated histone tails; P83916; AlphaScreen HP1-beta / biotin-H3K9me3 peptide binding; Potency, µM (highest dose often 114 µM), without a hit: at the top dose activity change, negative = inhibition, hits mostly inhibitors; 390,000 tested, 0.56% active; AID 540317; further: nearly all actives have a fitted effect of over 70% in size; inactives centre near 23
#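 AlphaScreen: HP1-beta (50 nM) preformed 30 min with biotin-H3(1-18)K9me3 peptide (50 nM) in PBS pH 7.4, 0.01% Tween-20. Compound added for 30 min at RT, then streptavidin donor/nickel chelate acceptor beads (10 ug/mL) for 30 min.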
# Pin1 inhibitor: blocks the human prolyl isomerase Pin1 | Pin1 FP peptide displacement, HiFluor488, 10 min | 390,000 tested, 0.009% active | AID 504891 | Q13526 | Potency, µM (highest dose often 115 µM), inactives show at the highest dose activity, negative = inhibition, usual class: inhibitors; active means well fitted inhibition curve with a large enough effect in the polarisation, with a control signal flat, not every such curve was filed as active; inconclusive means small, poorly fitted or top-dose-only effect, or effect the other way, or a change in a side signal; inactive means no such curve, though single readings can be large or run the other way; the % refers to the polarisation; further: on the % scale 0 is the no-effect control and ±100 the full control effect
# BLM helicase inh: inhibitors of human Bloom syndrome helicase BLM; AID 2528; P54132; Potency, µM (top dose mostly 56.1 µM), inactives show top-dose activity change, negative = inhibition, actives largely listed as inhibitors; 350,000 tested, 0.2% active; recombinant BLM DNA unwinding, fluorescence dequenching;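 further: plate controls were vehicle for no effect and no enzyme for full effect; nearly all actives have a fitted effect of over 35% in size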
# Target sequence (P54132 whole entry, looked up): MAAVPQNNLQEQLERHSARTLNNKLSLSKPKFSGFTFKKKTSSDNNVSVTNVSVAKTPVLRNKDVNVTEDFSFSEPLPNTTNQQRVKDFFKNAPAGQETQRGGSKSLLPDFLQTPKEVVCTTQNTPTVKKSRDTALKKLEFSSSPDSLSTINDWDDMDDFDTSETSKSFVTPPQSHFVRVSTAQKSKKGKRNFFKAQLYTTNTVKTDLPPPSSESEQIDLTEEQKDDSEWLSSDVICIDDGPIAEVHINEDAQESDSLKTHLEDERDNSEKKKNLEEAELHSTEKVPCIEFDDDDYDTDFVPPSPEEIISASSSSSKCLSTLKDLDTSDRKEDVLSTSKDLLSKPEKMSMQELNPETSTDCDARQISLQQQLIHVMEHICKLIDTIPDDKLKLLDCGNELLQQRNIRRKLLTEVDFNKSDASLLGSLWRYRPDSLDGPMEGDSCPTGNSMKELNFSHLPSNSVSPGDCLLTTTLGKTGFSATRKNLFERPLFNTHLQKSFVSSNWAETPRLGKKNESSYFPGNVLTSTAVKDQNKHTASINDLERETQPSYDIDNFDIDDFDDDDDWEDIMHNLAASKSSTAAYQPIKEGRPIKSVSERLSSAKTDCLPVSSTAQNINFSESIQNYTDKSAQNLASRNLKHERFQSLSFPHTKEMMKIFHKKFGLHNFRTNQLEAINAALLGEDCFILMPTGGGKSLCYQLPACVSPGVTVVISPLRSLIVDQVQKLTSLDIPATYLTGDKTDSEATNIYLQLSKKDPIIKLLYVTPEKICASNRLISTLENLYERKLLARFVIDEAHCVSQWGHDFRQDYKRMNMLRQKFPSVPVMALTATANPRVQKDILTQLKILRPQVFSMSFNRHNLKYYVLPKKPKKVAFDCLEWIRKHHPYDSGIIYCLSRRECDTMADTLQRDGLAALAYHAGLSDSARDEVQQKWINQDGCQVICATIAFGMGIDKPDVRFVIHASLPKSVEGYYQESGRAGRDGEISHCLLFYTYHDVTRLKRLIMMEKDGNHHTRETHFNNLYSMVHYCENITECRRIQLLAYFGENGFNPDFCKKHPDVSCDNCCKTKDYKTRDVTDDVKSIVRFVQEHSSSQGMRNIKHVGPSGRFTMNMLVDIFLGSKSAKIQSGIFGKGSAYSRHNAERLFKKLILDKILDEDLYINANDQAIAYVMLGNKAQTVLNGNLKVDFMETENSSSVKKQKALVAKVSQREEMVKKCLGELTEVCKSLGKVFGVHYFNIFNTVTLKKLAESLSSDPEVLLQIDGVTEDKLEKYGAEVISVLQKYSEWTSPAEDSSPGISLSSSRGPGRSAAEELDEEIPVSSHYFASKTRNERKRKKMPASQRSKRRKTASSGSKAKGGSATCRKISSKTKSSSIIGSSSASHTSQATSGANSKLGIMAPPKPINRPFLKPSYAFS
# Tb PGK inh: blocks T. brucei phosphoglycerate kinase | P07378 | PGK/GAPDH coupled, Kinase-Glo luminescence, 60 min | Potency, µM (doses to about 57.5 µM), for the others: at the top dose activity change, negative = inhibition, actives largely listed as inhibitors | 380,000 tested, 0.043% active | AID 602233; further: on the % scale 0 is the no-effect control and ±100 the full control effect; nearly all actives have a fitted effect of over 60% in size
#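 Luminescent ATP detection (Kinase-Glo Plus) follows a 60-minute room-temperature incubation, with wells lacking PGK as controls. Buffer: 100 mM TEA (pH 7.6), 5 mM MgCl2, 0.01% Tween-20. Coupling enzyme GAPDH (100 nM final) supplies unstable 1,3-BPG in-well.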
# BAZ2B inh: inhibitors of human BAZ2B bromodomain | Q9UIF8 | AlphaScreen BAZ2B-H3K14Ac peptide displacement | Potency, µM (titrated, usually from 114 µM), inactives show top-dose activity change, negative = inhibition, actives largely listed as inhibitors | 360,000 tested, 4.4% active | AID 504333; further: on the % scale 0 is the no-effect control and ±100 the full control effect; nearly all actives have a fitted effect of over 60% in size
#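 Complex of BAZ2B and biotin-H3K14Ac (50 nM apiece) forms over 30 min at RT, then faces library compounds up to 110 uM for another 30 min; AlphaScreen beads added, 20 min dark incubation, luminescence read.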
# POLI inh: inhibitors of human DNA polymerase iota. 390,000 tested, 1% active. Potency, µM (highest dose often 115 µM), without a hit: top-dose activity, negative = inhibition, actives largely listed as inhibitors. Pol iota fluorescent replication assay, 10 min. Q9UNA4. AID 588590
#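 Pol iota at 10 nM preincubated 15 min with compounds at room temperature; reaction started with fluorescent substrate, 50 nM final. Fluorescence read kinetically at 0 and 10 min; buffer-only wells as negative control.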
# GLS inhibitor: blocks human kidney-isoform glutaminase activity; GLS enzymatic activity, qHTS titration; 410,000 tested, 0.21% active; Potency, µM (top dose mostly 45.5 µM), for inactives: at the highest dose activity change, negative = inhibition, usual class: inhibitors; AID 624170; further: on the % scale 0 is the no-effect control and ±100 the full control effect
#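 hKGA in 45 mM KH2PO4 (pH 8.2), 0.02% Tween-20 with compound, then 1mM L-Glutamine (stock as added) plus glutamate oxidase/HRP/Amplex red coupling mix. Fluorescence read initially and after 30 min at RT; signal change reflects glutamate formation.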
# G9a inh: G9a (human) methyltransferase inhibition. Q96KQ7. G9a H3K9 monomethylation, AlphaScreen, 2 h. Potency, µM (doses to about 102 µM), for the others: at the highest dose activity, negative = inhibition, actives largely listed as inhibitors. 350,000 tested, 8.8% active. AID 504332; further: on the % scale 0 is the no-effect control and ±100 the full control effect; nearly all actives have a fitted effect of over 75% in size
#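 AlphaScreen read-out: biotin-H3K9 peptide (500 nM) methylation by 20 nM enzyme with 20 uM SAM, 2 h at room temperature after 15 min compound preincubation; anti-monomethyl H3K9 antibody plus donor/acceptor beads, 10 min dark.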
# Numbers without * were called inactive; i = inactive; u = inconclusive; x = not tested or not shown; & = joins results of further samples; [ ] = another dose, or the depositor's remark. Unless noted, the call rests on the fitted dose curve; in most records, active means well fitted curve in the direction sought with a large enough effect; inconclusive means small, poorly fitted or top-dose-only effect, or another doubt; inactive means no such curve, though single readings can be large; an effect the other way counts as inactive or inconclusive. Potency means the concentration at half of the fitted maximal effect.
(1) Cn1c(=O)c2c(nc(NCCOc3ccc(F)cc3)n2C)n(C)c1=O
(2) CS(=O)(=O)c1ccc(C(=O)CN2C(=O)NC3(CCCc4ccccc43)C2=O)cc1 (stereo unspecified)
(3) CC(C)c1ccc(-n2c(-c3ccccc3)c[n+]3c2CCc2ccccc2-3)cc1
(4) CCCCCc1ccc(-c2cn(CN3C(=O)c4ccccc4C3=O)nn2)cc1
(5) CCOC(=O)c1c(N2C(=O)CC(Sc3ccccc3C(=O)O)C2=O)sc(C)c1C (stereo unspecified)
(6) CC(C)(C)OC(=O)NCCc1nnc(S(=O)(=O)Cc2ccc(Cl)cc2Cl)o1
(7) COc1cc(NC(=O)Cc2ccccc2)nc(OC)n1
(8) COc1cc(C(=O)NCCC(=O)NC2CCCc3ccccc32)cc(OC)c1OC (stereo unspecified)
compound no.	1	2	3	4	5	6	7	8
HP1b binding inh	27.1%	33.4%[activator]	29.3%	26.4%	-4.1%	57.2%[activator]	19.2%	32.6%[activator]
GLS inhibitor	-11.0%	-2.7%	-12.0%	0.7%	15.0%	1.4%	-12.8%	-3.6%
POLI inh	131.3%[activator]	47.2%[activator]	93.5%[activator]	11.3%&4.2%	17.3%	14.2%	18.5%	53.6%[activator]
JMJD2A Tudor	-4.5%	-15.8%	-9.0%	-8.6%	-24.2%	-21.9%[11.4 µM]	-9.0%	-13.1%
BLM helicase inh	-3.0%	x	0.1%	-0.5%	-4.6%	3.0%	-0.5%	1.3%
G9a inh	x	-5.0%[59 µM]	11.6%	u	x	5.9%[59 µM]	-4.6%	56.9%[activator]
Tb PGK inh	-6.2%	-3.1%	i	-1.7%	i	i	i	i
Pin1 inhibitor	-1.5%	-7.3%	-2.7%	-0.8%	0.4%	3.7%	-9.5%	-11.2%
BAZ2B inh	-0.1%	6.0%	-13.5%	-0.6%	50.1µM*	8.8%	-14.4%	-19.3%

(9) Fc1ccc(CN2CCSCC2)cc1Br
(10) CC1=C(C(=O)Nc2ccccc2C)C(c2ccco2)n2ncnc2N1 (stereo unspecified)
(11) COc1cccc(CNC(=O)Cn2c(=O)ccc3cc(S(=O)(=O)N4CCC(C)CC4)ccc32)c1
(12) COc1ccc2c(c1OC)C(=O)N(c1cccc(C)c1)C2
(13) COc1cc(NC(=O)c2ccc3c(c2)OCO3)ccc1NC(=O)c1ccco1
(14) CCOc1ccc(NC(=O)N(CC(C)C)CC(C)C)cc1
(15) Cc1ccc(CNC(=O)CSc2ncn[nH]2)cc1
(16) COc1cccc(C(=O)CSc2nc3ccccc3n2CC(=O)N(C(C)C)C(C)C)c1
compound no.	9	10	11	12	13	14	15	16
HP1b binding inh	u	20.2%[57 µM]	9.3%[57 µM]	29.3%	57.4%[activator]	17.9%	41.6%[activator]	23.0%
GLS inhibitor	-1.3%	0.2%	-18.9%	-7.6%	-0.8%	2.6%	-2.2%	-0.8%
POLI inh	-2.0%	1.8%	-28.9%	-13.1%	-6.6%	10.0%	29.0%	9.5%
JMJD2A Tudor	3.16µM*	-3.2%	-21.0%	17.9%	10.7%	-9.0%	-5.4%	-4.1%
BLM helicase inh	-1.1%	3.9%	-2.3%	-4.2%	4.1%	-3.0%	1.3%	-1.6%
G9a inh	8.91µM*	-1.0%[59 µM]	-4.1%[59 µM]	-12.5%[59 µM]	-7.9%[59 µM]	23.1%[59 µM]	12.3%[59 µM]	5.9%[59 µM]
Tb PGK inh	-12.1%	4.6%	-8.3%	-15.8%	-14.9%	-1.4%	i	9.4%
Pin1 inhibitor	-5.1%	-5.3%	-4.9%	0.1%	5.5%	3.6%	36.6%[activator]	-1.8%
BAZ2B inh	50.1µM*	2.0%	-26.6%	-3.8%	-2.8%	5.6%	8.8%	-3.8%

(17) CCOc1cc(S(=O)(=O)N2CC=C(c3ccc(F)cc3)CC2)c(OCC)cc1-n1cnnn1
(18) CCN1CCCC1Cn1cnc2c([nH]c3ccc(Cl)cc32)c1=O (stereo unspecified)
(19) NC(=S)N=Nc1ccc(O)cc1
(20) Nc1nonc1-n1nnc(C(=O)N/N=C\c2cccc(Cl)c2)c1CN1CCOCC1
(21) Cc1nc2ccccc2c(=O)n1/N=C/c1ccc(F)cc1
(22) COc1ccc(NC(=O)c2coc(=O)c3ccccc23)cc1OC
(23) COc1ccc(C(=O)C2CCCN(Cc3cccc4c3OCO4)C2)cc1OC (stereo unspecified)
(24) Cn1c(CNC(=O)C(C)(C)C)nc2ccccc21
compound no.	17	18	19	20	21	22	23	24
HP1b binding inh	19.4%	11.8%	u	21.5%	14.3%	42.1%[activator]	8.2%	49.7%[activator]
GLS inhibitor	-5.1%	9.9%	16.0%	-2.5%	-9.6%	0.9%	-2.5%	-7.9%
POLI inh	2.5%	5.3%	u	8.8%	4.0%	-21.3%	u	1.1%
JMJD2A Tudor	-10.5%	3.2%	-26.4%	-12.0%	-9.6%	-19.4%	-25.1%	-3.8%[57.1 µM]
BLM helicase inh	-9.4%	25.8%	x	-3.9%	-1.9%	0.1%	0.2%	1.9%
G9a inh	u	5.1%[59 µM]	x	39.8µM*	u	39.2%[59 µM]	-6.0%	9.4%[59 µM]
Tb PGK inh	3.1%	1.0%	-7.5%	i	-13.2%	-1.6%	i	-5.1%
Pin1 inhibitor	u	-4.5%	24.9%	-4.4%	-3.4%	-1.4%	-4.8%	-1.1%
BAZ2B inh	u	-0.8%	x	-0.5%	-2.3%	9.5%	-18.4%	-7.3%

(25) Cc1onc(-c2ccccc2)c1C(=O)Nc1ccc(Br)cc1Cl
(26) CN(C)C(=O)CCc1ccc2c3c([nH]c2c1)[C@]1(CCC2CCCC2)[C@@H](C(=O)N2CCOCC2)C[C@H](CC(=O)NC(C)(C)C)C(=O)N1CC3
(27) CCc1ccc(NS(=O)(=O)c2ccc3[nH]cc(C(=O)NCCc4ccccc4)c(=O)c3c2)cc1
(28) CCOc1ccc(NC(=O)Cn2cc(C(=O)c3ccccc3)c(=O)c3cc4c(cc32)OCCO4)cc1
(29) CCCc1nc2oc3ccccc3c(=O)c2c(=O)n1CCCOC
(30) CCn1c(CC(=O)Nc2ccc(C)c(Cl)c2)nnc1SCC(=O)Nc1nc(C)cs1
(31) CNc1nc(CC(C)=O)ns1
(32) CCN(CC)CCCC(C)NC(=O)c1c(NC(=O)c2ccccc2)sc2c1CCCC2 (stereo unspecified)
compound no.	25	26	27	28	29	30	31	32
HP1b binding inh	32.2%[activator]	13.6%	2.8%	42.1%[activator]	32.9%	15.1%	23.0%	-10.4%
GLS inhibitor	8.4%	1.4%	2.0%	-14.6%	-8.2%	3.2%	5.2%	17.8%
POLI inh	14.0%	-3.2%	u	37.1%[activator]	22.3%	7.9%	12.4%	71.3%[activator]
JMJD2A Tudor	-7.6%	-23.0%	-28.7%	-13.2%	2.8%	-19.9%	-15.9%	44.7µM*
BLM helicase inh	0.4%	x	-0.1%	-14.2%	0.7%	-2.4%	-0.9%	3.1%
G9a inh	x	x	1.0%[59 µM]	-34.7%[59 µM]	15.9%	1.3%[12.7 µM]	79.4µM*	79.4µM*
Tb PGK inh	4.4%	0.0%	-20.2%	-7.7%	i	i	i	-2.1%
Pin1 inhibitor	-8.9%	-12.7%	11.9%	20.5%	-5.0%	-0.5%	-0.4%	-2.6%
BAZ2B inh	2.8%	x	x	-12.7%	-15.5%	-1.4%	-19.9%	-13.9%

# Marked active in JMJD2A Tudor, among the entries above:
(9) Fc1ccc(CN2CCSCC2)cc1Br
(32) CCN(CC)CCCC(C)NC(=O)c1c(NC(=O)c2ccccc2)sc2c1CCCC2 (stereo unspecified)
compound no.	9	32
HP1b binding inh	u	-10.4%
GLS inhibitor	-1.3%	17.8%
POLI inh	-2.0%	71.3%[activator]
JMJD2A Tudor	3.16µM*	44.7µM*
BLM helicase inh	-1.1%	3.1%
G9a inh	8.91µM*	79.4µM*
Tb PGK inh	-12.1%	-2.1%
Pin1 inhibitor	-5.1%	-2.6%
BAZ2B inh	50.1µM*	-13.9%

# (further entries)
(33) Cc1ccc(S(=O)(=O)N2CCC(C(=O)OCC(=O)N3CCCC(C)C3)CC2)cc1C (stereo unspecified)
(34) COc1cccc(NC(=O)C2CCN(S(=O)(=O)c3ccc4c(c3)C(C)(C)C(=O)N4C)CC2)c1
(35) O=C(Nc1ccc2snnc2c1)N1CCCCC1
(36) CCNC(=O)NC1(C(=O)Nc2ccc3c(c2)OCCO3)CCCCC1
(37) CCSc1nc(N)c(NC(=O)c2ccc(Br)o2)c(=O)[nH]1
(38) Cc1cc(C(=O)Nc2cccc(C(F)(F)F)c2)c2c(C)nn(-c3cccc(F)c3)c2n1
(39) CCN(CC)S(=O)(=O)c1ccc(N2CCOCC2)c(NC(=O)c2ccccc2)c1
(40) COC(=O)c1ccc(CSc2nc3c(cnn3-c3ccc(C)cc3)c(=O)[nH]2)o1
compound no.	33	34	35	36	37	38	39	40
HP1b binding inh	8.4%	34.8%	23.8%	60.4%[activator]	33.0%	85.3%[activator]	24.1%	22.5%
GLS inhibitor	3.9%	-3.9%	-1.7%	-8.5%	0.9%	-5.4%	-6.0%	0.2%
POLI inh	27.9%	19.1%	64.7%[activator]	5.7%	28.2%	10.5%	-1.9%	18.4%
JMJD2A Tudor	-17.9%	-20.7%	-20.5%	-4.3%	-4.9%	20.1%	-7.5%	-26.0%
BLM helicase inh	x	0.1%	1.3%	2.8%	1.4%	-15.4%	-9.1%	5.5%
G9a inh	2.9%	x	-36.1%	3.8%[0.501 µM]	13.6%	6.0%[59 µM]	20.6%[59 µM]	-12.8%[59 µM]
Tb PGK inh	-4.4%	i	4.9%	-4.4%	-9.1%	i	-8.6%	-5.0%
Pin1 inhibitor	-1.3%	5.6%	-0.5%	-3.6%	-0.9%	u	0.7%	9.2%
BAZ2B inh	11.5%	1.7%	-2.7%	13.3%	-11.0%	18.0%[57.1 µM]	-3.6%	1.2%

# Single values from the list:
# O=C(Nc1ccc2snnc2c1)N1CCCCC1 in Pin1 inhibitor is listed with -0.5%
# Cc1cc(C(=O)Nc2cccc(C(F)(F)F)c2)c2c(C)nn(-c3cccc(F)c3)c2n1 in BAZ2B inh is listed with 18.0%[57.1 µM]

# Not all compounds are listed, so the mix of outcomes need not match the whole.
